# Screens: PubChem BioAssay, National Center for Advancing Translational Sciences (NCATS)
# Lipid storage S3: qHTS Assay for Lipid Storage Modulators in Drosophila S3 Cells; lipid storage change, negative = inhibition, % at the top dose, mostly 46.1 µM; hits show Potency in µM; AID 2685; Drosophila S3 cells, BODIPY lipid droplet fluorescence, 18-24 h; cells fed with added oleic acid; 320,000 tested, 0.64% active; active means well fitted inhibition curve with a large enough effect in the signal ratio, with a control signal flat, not every such curve was filed as active; inconclusive means small, poorly fitted or top-dose-only effect, or effect the other way, or a change in a side signal; the % refers to the signal ratio
#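 Laser-scanning cytometry quantifies lipid droplet accumulation (500–530 nm total intensity; droplet/cell object ratio) in oleic acid-fed (400 uM added) Drosophila S3 cells treated with a concentration series. 20 uM Triacsin C defined 100% inhibition.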
# Lipid storage S3 cell count max: further read-out of Lipid storage S3, marked with its call; cell number change, %; measured here: cell count max response;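 cells counted by Cell Tracker Red CMTPX staining in the red channel; peak over a dose series mostly up to 46.1 µM; percent activity relative to internal control wells on each plate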
# Starred values were filed as active, the others as inactive; i = inactive; ? = inconclusive; nt = no result given. On the % scale 0 is the no-effect control and ±100 the full control effect; potency means the concentration at half of the fitted maximal effect.
SMILES,Lipid storage S3,Lipid storage S3 cell count max
COc1cc(-n2c(=O)c3ccccc3n(CC(=O)c3ccc(F)cc3)c2=O)cc(OC)c1OC,0.1%,15.9
CCN(CC)c1ccc(/C=N/NC(=O)c2ccccn2)cc1,5.7%,23.7
O=C(CCc1nc2ccccc2c(=O)[nH]1)NNC(=O)c1ccc(F)cc1,i,3.5
Cc1ccc(C)c2c1cc(C)c1nnc(SCC(=O)Nc3cccc(C(=O)O)c3)n12,0.4%,-3.8
Cc1csc(NC(=O)CSc2nnc(Cn3c(=O)sc4ccccc43)n2-c2ccccc2)n1,?,nt
COCCn1c(=O)[nH]c2cc(C(=O)N3CCN(c4ccc(Cl)cc4)CC3)ccc2c1=O,?,nt
Cc1ccc(C(=O)OCC(=O)N2CCC(C)CC2)cc1S(=O)(=O)N1CCCCC1,17.6%,-9.0
CCOC(=O)c1ccc(NC(=O)CCn2nnc3ccccc32)cc1,1.4%,-18.0
COc1cc(CNc2nnnn2C)ccc1OCc1c(F)cccc1Cl,?,nt
Cc1ccnc(NC(=O)CCNC(=O)c2ccc(Cl)cc2)c1,?,nt
COCCCn1c(=S)[nH]c(C)c(C)c1=O,-4.2%,-3.9
O=C1CCCC/C1=C/NCc1ccc(F)cc1,?,nt
COc1cc(/C=N/NC(=O)CCc2ccccc2)ccc1O,?,nt
CC12CN(S(=O)(=O)c3ccccc3)CC(C)(CN(S(=O)(=O)c3ccccc3)C1)C2,1.3%,1.2
Cc1ccccc1/C=C/c1cccc[n+]1C,?,nt
Cc1cccc(N2C(=O)C3C4C=CC(CC4)C3C2=O)c1 (configuration not stated),?,nt
O=S(=O)(NCC1CCCO1)c1cccc2nsnc12 (configuration not stated),?,nt
Cc1c(Cl)cccc1NC(=O)CCC(=O)NNC(=O)c1ccccc1Cl,-8.2%,nt
COc1ccc(Cl)cc1C(=O)NCC(c1ccco1)N(C)C (configuration not stated),-22.0%,2.4
Cc1cc(C)nc(N2CCCC(C(=O)NCc3ccccc3F)C2)n1 (configuration not stated),?,nt
Cc1ccccc1C1c2[nH]c3ccccc3c2C[C@H]2C(=O)N(C3CCN(Cc4ccccc4)CC3)CC(=O)N12 (some centres not stated),1.9%,11.1
CCOC(=O)c1cc(CC)sc1/N=C/C1C(=O)CC(C)(C)CC1=O,12.0%,7.0
O=C(CC(CC(=O)c1ccccc1)c1ccccc1)c1ccccc1,?,nt
CC(C)(O)c1cc2ccc(C#Cc3ccsc3)cc2c(=O)o1,?,nt
O=C(c1ccccc1)N1CCCC(C(=O)N2CCCCCC2)C1 (configuration not stated),?,nt

# Grouped by structure: the entries above containing an aryl methoxy group (4)
SMILES,Lipid storage S3,Lipid storage S3 cell count max
COc1cc(-n2c(=O)c3ccccc3n(CC(=O)c3ccc(F)cc3)c2=O)cc(OC)c1OC,0.1%,15.9
COc1cc(CNc2nnnn2C)ccc1OCc1c(F)cccc1Cl,?,nt
COc1cc(/C=N/NC(=O)CCc2ccccc2)ccc1O,?,nt
COc1ccc(Cl)cc1C(=O)NCC(c1ccco1)N(C)C (configuration not stated),-22.0%,2.4

# Following part
SMILES,Lipid storage S3,Lipid storage S3 cell count max
Cc1ccc(SCc2[nH]nc3c2C2(CCSCC2)C(C#N)=C(N)O3)cc1,?,nt
Clc1ccc2[nH]c3c(NCC4CCCO4)ncnc3c2c1 (configuration not stated),?,nt
CCCCC(CCC(=O)O)(C(=O)OCC)c1csc(Nc2ccccc2)n1 (configuration not stated),9.9%,0.5
CCC1CCc2c(sc(NC(=O)c3cnccn3)c2C(N)=O)C1 (configuration not stated),1.4%,0.3
CN(CC(=O)Nc1cccc(F)c1)C(=O)c1ccc(-n2cncn2)c([N+](=O)[O-])c1,26.1%,6.0
Cc1oc(-c2ccccc2Cl)nc1CN1CCCN(C(=O)c2ccco2)CC1,?,nt
COc1cc(NC(=O)C/C(C)=N/NC(=O)c2cccc(O)c2)c(OC)cc1Cl,19.9%,6.5
O=C(CN1C(=O)NC2(CCCC2)C1=O)OCc1ccc(Br)cc1,?,nt
CNC(=O)Cc1nc2ccccc2n1CC(=O)Nc1cc(C)cc(C)c1,0.0%,-3.9
CN(C(=O)c1ccc(NC(=O)Cc2ccc(NC(=O)C3CCCN(C(=O)C4CCCCC4)C3)cc2)cc1)C1CC1 (configuration not stated),?,nt
COCCN(CC(=O)NCC1CCCO1)C(=O)CCC(=O)Nc1cc(C)on1 (configuration not stated),?,nt
CCCN1C(=O)C(O)(C/C(C)=N/O)c2ccccc21 (configuration not stated),7.4%,2.1
CCOC(=O)C(C)c1c(C(=O)c2ccc(C)nc2)c2ccccc2n1C (configuration not stated),?,nt
Cc1ccc(NC(=O)C(C)OC(=O)Cc2c[nH]c3ccccc23)cc1 (configuration not stated),?,nt
C=C1C[C@H]2[C@@H]3CCc4cc(OC)ccc4[C@H]3CC[C@]12C,-16.0%,-17.9
Cc1ccc(NC(=O)Nc2cccs2)cc1,?,nt
Cc1cc(C)n(-c2ccc(NC(=O)C3CCN(Cc4cnc(C)s4)CC3)cc2)n1,i,-10.4
CCSc1nnc(NC(=O)Nc2cccc(C)c2)s1,-12.7%,17.0
CC(C)(C)n1ncc2c(=O)n(CC(=O)Nc3ccc(Cl)cc3)cnc21,?,nt
O=c1oc2ccccc2n1Cc1ccccc1,-2.8%,12.0
CCN(CC)c1nc2c(c(=O)[nH]c(=O)n2C)n1Cc1ccccc1Cl,?,nt
Cc1cc(C(F)(F)F)nc(NCc2cccnc2)n1,0.7%,-12.3
CC1CCCCC1NC(=O)COC(=O)c1c2c(nc3ccccc13)/C(=C/c1ccco1)CC2 (configuration not stated),?,nt
COc1ccc(NC(=O)CSc2ccccc2)c([N+](=O)[O-])c1,-14.8%,-12.1
COc1cc(/C=C2/SC(=S)N(Cc3ccccc3)C2=O)ccc1OCC(=O)O,?,nt

# Next part
SMILES,Lipid storage S3,Lipid storage S3 cell count max
COc1ccc(-n2nc(C(=O)NCC(=O)N3CCCC3)c3ccccc3c2=O)cc1Cl,?,nt
O=C(CCS(=O)(=O)c1ccc(Cl)cc1)OCC(=O)N1CCCCC1,?,nt
O=C(NCC(c1cccs1)N1CCOCC1)c1ccc(Cl)nc1 (configuration not stated),?,nt
CC(C)CCNC(=O)Cn1c2c(c(-c3ccccc3Cl)cc1=O)CCC2,?,nt
O=C(/C=C/c1cc2ccccc2o1)c1ccccc1O,-7.5%,-0.7
Cc1cccc(C(=O)NCCc2nnc(SCC(=O)Nc3nc(C)cs3)n2C)c1,?,nt
CCC1(C)Cc2c(sc3nc(SC)nc(N)c23)CO1 (configuration not stated),?,nt
COc1ccccc1NC(=O)CN1CCN(C(=O)C2CCCO2)CC1 (configuration not stated),?,nt
COCCn1c(C)cc(C(=O)COC(=O)c2n[nH]c3ccccc23)c1C,i,nt
COC(=O)c1cc(NC(=O)c2ccccc2)c(=O)oc1/C=C/Nc1ccc(Oc2ccccc2)cc1,?,nt
COC(=O)/C=C1\SC(N2CCOCC2)=C(c2ccc(OC)cc2)C1=O,-23.8%,-33.6
COc1ccccc1NC(=S)NCC1CCC(CNC(=S)Nc2ccccc2OC)CC1 (configuration not stated),-7.7%,0.1
C=CCNC(=S)N/N=C(\C)c1cccc(NC(C)=O)c1,?,nt
CC(=O)OC(C(=O)NC1CCCCC1)c1cccc(C)c1 (configuration not stated),i,nt
CCCN(Cc1nnc(-c2ccccc2Cl)o1)C(=O)c1cccc(S(=O)(=O)N2CCOCC2)c1,-19.1%,17.5
CCC(=O)N(Cc1cc(=O)[nH]c2ccccc12)c1ccccc1C,?,nt
CCOCCOC(=O)C1=C(C)NC(=O)NC1c1cc2c(cc1Br)OCO2 (configuration not stated),?,nt
COc1cccc(COC(=O)Nc2ccccc2F)c1,12.0%,-2.3
COc1cccc(NC(=O)CSc2nnc(Cc3cccs3)n2-c2ccc(C)cc2)c1,?,nt
Cc1occc1-c1nnc(SCC(=O)c2c[nH]c3ccccc23)n1C,?,nt
CN(C)CCn1c(N)nc2ccccc21,-6.0%,-13.6
CCN1CCN(C(=O)C2CCCN(S(=O)(=O)c3cccc4nsnc34)C2)CC1 (configuration not stated),i,26.0
O=C(Nc1ccc(S(=O)(=O)NC2CCCCC2)cc1)c1ccco1,0.8%,-15.7
COc1ccc(-c2nc3n(n2)C(=O)CC(c2ccco2)S3)cc1 (configuration not stated),?,nt
C[C@@]1([C@@H](NC(=O)c2cccs2)c2ccc(-c3ccccc3)cc2)C[C@H]1C1CCCCC1,?,nt

# Full records as entered above. Order of screens: Lipid storage S3	Lipid storage S3 cell count max
# CCC(=O)N(Cc1cc(=O)[nH]c2ccccc12)c1ccccc1C reads ?	nt
# CN(C)CCn1c(N)nc2ccccc21 reads -6.0%	-13.6
# COc1cccc(COC(=O)Nc2ccccc2F)c1 reads 12.0%	-2.3
# CCC1(C)Cc2c(sc3nc(SC)nc(N)c23)CO1 (configuration not stated) reads ?	nt
# CCCN(Cc1nnc(-c2ccccc2Cl)o1)C(=O)c1cccc(S(=O)(=O)N2CCOCC2)c1 reads -19.1%	17.5

# Next structures.
SMILES,Lipid storage S3,Lipid storage S3 cell count max
O=C(O)CCC(=O)Nc1ccc(N2CCOCC2)cc1,?,nt
O=c1ccc(Oc2nc(N3CCCCC3)nc(N3CCCCC3)n2)n[nH]1,?,nt
CCN(C(=O)COC(=O)/C=C/c1cccc([N+](=O)[O-])c1)c1ccccc1,12.6%,nt
Cc1ccc2c(c1)[C@@H](O)C[C@@H](C)N2N=O,i,13.6
CCC(C)(C)NC(=O)C(c1cccc(OC)c1)N(C(=O)c1ccn[nH]1)c1cccc(OC)c1 (configuration not stated),i,25.0
CCCCN(CCCC)CCCNC(=O)CC1Oc2ccc(C)cc2NC1=O (configuration not stated),?,nt
CC(C)n1c2ccccc2c2cc([N+](=O)[O-])ccc21,-11.6%,0.2
COc1ccccc1NC(=O)N1CCN(c2ccnc3cc(Cl)ccc23)CC1,?,nt
COC(=O)c1cc(C(=O)OCC(=O)N(C)C2CCS(=O)(=O)C2)cc([N+](=O)[O-])c1 (configuration not stated),?,nt
Cc1ccc(/C=N/NC(=S)NCCc2ccccc2)s1,?,nt
COc1cccc(N=c2oc3c(C)ncc(CO)c3cc2C(N)=O)c1,-17.2%,3.3
CN(c1ccccc1)c1nc(N)c([N+](=O)[O-])c(Nc2cccc(F)c2)n1,-13.1%,9.3
COC(=O)c1cc(C)nc(N)c1C#N,?,nt
Cc1ccc(N2C(=O)C3C(C2=O)C(C(=O)c2ccc(Cl)cc2)N2CCCC32)cc1 (configuration not stated),i,3.6
COc1ccc(-c2noc(-c3cccc(OC)c3OC)n2)cc1OC,?,nt
COC(CNS(=O)(=O)c1ccc(S(=O)(=O)N2CCCC2)cc1)OC,?,nt
O=C(CCCC(=O)Nc1cccnc1)Nc1cccnc1,-6.5%,-22.4
COC(=O)C1CC(O)CN1S(=O)(=O)c1cccs1 (configuration not stated),?,nt
Cc1ccc(-n2nc3c(c2NC(=O)c2c(F)cccc2Cl)CS(=O)(=O)C3)cc1C,?,nt
O=c1ccc2cc(S(=O)(=O)NCc3ccccc3)ccc2[nH]1,?,nt
S=c1[nH]ccn1CCc1ccccc1,?,nt
CCOC(=O)C1=C(c2ccccc2)NC(=O)NC1c1cc(OCC)c(O)c([N+](=O)[O-])c1 (configuration not stated),7.4%,28.1
COc1ccc(Nc2nc(N)nc(CN3CCN(c4ccc(F)cc4)CC3)n2)cc1,16.3%,12.5
O=C(O)c1cccc(CSc2n[nH]c(-c3ccc(Cl)cc3Cl)n2)c1,?,nt
Cc1ccc2c(c1)N(CC(=O)N1CCN(C3CCCCC3)CC1)C(=O)CO2,?,nt

# Next section:
SMILES,Lipid storage S3,Lipid storage S3 cell count max
CC(=O)NC(Cc1ccccc1F)C(=O)NC1CCN(C(=O)Nc2ccc(C)cc2)CC1 (configuration not stated),?,nt
CN(Cc1ccccc1)C(=O)c1cccc(C(=O)N(C)Cc2ccccc2)c1,?,nt
Cc1sc2nc(CSCC(=O)Nc3ccc(OC(F)F)cc3)[nH]c(=O)c2c1C,8.1%,13.0
O=C(Nc1ccnn1C1CCN(C(=O)c2cccc(Cl)c2)CC1)C1CCOC1 (configuration not stated),?,nt
O=C(c1c[nH]c2ccccc12)C(F)(F)F,9.3%,-1.9
Cc1ccccc1C(=O)N/N=C/c1ccc(Sc2ccccn2)o1,?,nt
COc1ccc(OC)c(NC(=O)CN2C(=O)NC3(CCOc4ccccc43)C2=O)c1 (configuration not stated),?,nt
COc1ccc(S(=O)(=O)Nc2cc3c4c(c2)CCC(=O)N4CCC3)cc1C,?,nt
COc1ccc(CCNS(=O)(=O)c2ccc3c(c2)NC(=O)CCS3)cc1OC,i,-3.1
COc1ccccc1OCC(=O)N1CCCC(Nc2ccc(C)c(C)c2)C1 (configuration not stated),i,4.7
CC(=O)c1ccc(S(=O)(=O)N2CCN(C)CC2)cc1,-20.5%,-12.0
CN(CC1CCN(CCc2cccc(C(F)(F)F)c2)CC1)C(=O)c1ccccc1,?,nt
CCN=c1sc(C(=O)Nc2ccccc2)c(C)n1CC,2.9%,nt
CC(=O)Nc1nc(CCC(C)C)cc2c1c(=O)oc1ccccc12,-9.3%,-8.7
CCN1C=CC2=C(C#N)C(N)C(C#N)(C#N)C(c3ccccc3C(F)(F)F)C2C1 (configuration not stated),-7.5%,-21.5

# Some of the compounds tested; rates above refer to the full screens.
